# From PubChem BioAssay
# Pf gametocyte – late stage P. falciparum gametocyte viability inhibitors, primary screen, ATP luminescence, HTS; AID 743093, 2013; P. falciparum stage V gametocytes, 24 h; hit rate 0.065% among 150,000; inhibition, % at 10.9 µM;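 active = inhibition above the mean plus 3 SD of compounds within the control limits, set per campaign, cut at about 38% in these data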;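 note: 0% = DMSO wells and 100% = medium only without gametocytes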
# ABCG2 block – ABCG2 efflux pump inhibitors, primary screen, multiplex with ABCB1, IgMXP3 cells, flow cytometry; JC-1 efflux; inhibition, % at 6.6 µM; hit rate 0.1% among 190,000; AID 1325, 2008;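 active = inhibition above 80%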;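 note: 0% = DMSO and 100% = nicardipine control wells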
#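 Read-out basis: Efflux inhibition in percent versus controls | Test system: ABCG2 IgMXP3 and barcoded ABCB1 CCRF-Adr cell mix | Quantity: 3 million cells/mL in well | Schedule: 10 min at 25 °C | Control set: Nicardipine as high control, DMSO as low control | Reagent: JC-1 as fluorescent efflux pump substrate | Signal: Flow cytometry of retained JC-1 fluorescence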
# Mcl-1 Bim block – inhibitors of Bim peptide binding to Mcl-1, primary screen, biochemical, bead-based flow cytometry, multiplex | AID 1009, 2008 | inhibition, % at 10 µM | Induced myeloid leukemia cell differentiation protein Mcl-1 (Homo sapiens), Q07820 | hit rate 0.1% among 190,000 | Bim peptide-Mcl-1 binding; in the data active = inhibition above about 40%;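 note: 0% = no compound tracer wells and 100% = peptide blocker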
# Target sequence (Q07820 whole entry, looked up): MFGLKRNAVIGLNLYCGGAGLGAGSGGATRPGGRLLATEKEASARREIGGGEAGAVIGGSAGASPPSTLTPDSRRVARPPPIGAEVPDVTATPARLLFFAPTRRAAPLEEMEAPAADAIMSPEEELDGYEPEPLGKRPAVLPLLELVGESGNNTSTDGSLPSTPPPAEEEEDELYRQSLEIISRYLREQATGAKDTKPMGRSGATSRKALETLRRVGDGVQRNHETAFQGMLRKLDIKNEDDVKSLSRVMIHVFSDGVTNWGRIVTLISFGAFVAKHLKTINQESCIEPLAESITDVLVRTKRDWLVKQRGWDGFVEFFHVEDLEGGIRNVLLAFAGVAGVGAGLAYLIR
# ABCB1 block – ABCB1 efflux pump inhibitors, primary screen, cell-based, multiplex, flow cytometry, ABCG2 counter-screen. CCRF-Adr cells, JC-1 efflux. inhibition, % at 6.6 µM. hit rate 0.067% among 190,000; in the data active = inhibition above about 40%;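 note: 0% = vehicle and 100% = reference inhibitor; higher value means more JC-1 retained so stronger ABCB1 efflux block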
# RGS4-Gao reg – modulators of RGS4 binding to Galphao, primary screen, biochemical, multiplexed bead flow cytometry; actives lie on both sides; binding response (% of control), % at 10 µM; hit rate 0.33% among 220,000; in the data active = binding response below about 49% or above about 150%; inactive = in between;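 note: fluorescent Galphao activated with aluminum fluoride binding bead-coupled RGS4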
# Target sequence (P09471 whole entry, looked up): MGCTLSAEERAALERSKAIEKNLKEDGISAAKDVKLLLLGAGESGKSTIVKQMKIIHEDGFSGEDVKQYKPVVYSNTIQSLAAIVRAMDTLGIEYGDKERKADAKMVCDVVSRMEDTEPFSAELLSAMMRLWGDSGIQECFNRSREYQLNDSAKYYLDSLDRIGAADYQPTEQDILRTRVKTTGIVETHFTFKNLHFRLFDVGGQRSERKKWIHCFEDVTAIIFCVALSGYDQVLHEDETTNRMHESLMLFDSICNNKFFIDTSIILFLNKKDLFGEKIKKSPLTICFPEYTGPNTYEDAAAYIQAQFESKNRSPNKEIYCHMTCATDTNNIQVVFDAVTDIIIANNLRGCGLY
# RGS7-Gao – RGS7-Galphao binding modulators, primary screen, biochemical, multiplexed bead flow cytometry. actives lie on both sides. binding response (% of control), % at 10 µM. AID 1439, 2008. hit rate 0.35% among 220,000; in the data active = binding response below about 49% or above about 150%; inconclusive = no clear call, values can overlap the other calls; inactive = in between;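 note: fluorescent Galphao held in activated GDP-AlF4 state binding bead-coupled RGS7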
# RGS8-Gao reg – RGS8-Galphao binding modulators, primary screen, biochemical, multiplexed bead flow cytometry | response (percent of control binding), % at 10 µM | Guanine nucleotide-binding protein G(o) subunit alpha (Homo sapiens), P09471 | hit rate 0.34% among 220,000 | actives lie on both sides | AID 1423, 2008; in the data active = response below about 60% or above about 140%; inactive = in between;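 note: Galphao activated as the GDP aluminium fluoride complex binding bead-coupled RGS8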
# Avidin fluor – green autofluorescence of compounds with avidin beads – biophysical, 488/530 nm, flow cytometry, artefact control, profiling panel. compound fluorescence 488/530 nm; hits give high values. fluorescence (KMESF) at 10 µM. hit rate 0.38% among 220,000; in the data active = fluorescence above about 47; note: inactives centre near 10
# Mcl1 Bid PPI – Mcl-1/Bid binding inhibitors, primary screen, biochemical, TR-FRET, 1536-well. Induced myeloid leukemia cell differentiation protein Mcl-1 (Homo sapiens), Q07820. TR-FRET Mcl-1/Bid-Dy647 peptide binding. inhibition, % at 21.7 µM. hit rate 0.97% among 220,000;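 active = compounds that cut the binding signal by more than half at the single screening dose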;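 note: His-tagged Mcl-1 with europium anti-His antibody binding Bid BH3 peptide; 0% = Mcl-1 plus peptide wells and 100% = peptide-only wells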
# GSH bead fluor – compound fluorescence on glutathione beads, profiling panel, artefact control, biophysical, 488/530 nm, flow cytometry. GSH beads flow cytometry, compound fluorescence 488/530 nm; hits give high values. fluorescence (KMESF) at 10 µM. hit rate 0.25% among 190,000. AID 1776, 2009; in the data active = fluorescence above about 89;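 note: glutathione beads carrying GST-tagged Bcl family fusion proteins plus one bare bead set; values are compound well signal with DMSO vehicle wells as background; inactives centre near 16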
# Mcl1 Noxa PPI – Mcl-1/Noxa binding inhibitors, primary screen, biochemical, TR-FRET, 1536-well; Induced myeloid leukemia cell differentiation protein Mcl-1 (Homo sapiens), Q07820; TR-FRET Mcl-1/Noxa peptide binding, 2 h; inhibition, % at 21.7 µM; hit rate 1.5% among 220,000;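 active = compounds that cut the protein-peptide binding signal by more than 50% relative to plate controls in a single-dose test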;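 note: His-tagged Mcl-1 with rhodamine Noxa BH3 peptide and terbium anti-His antibody; 0% = Mcl-1 plus Noxa peptide wells and 100% = peptide-only wells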
# Active calls of the source: *; ? = inconclusive; . = no result given; [ ] = another dose, or the depositor's remark. Compounds were not picked by outcome; about 3.3% have a hit in one of these screens.
Compound	ABCB1 block	RGS7-Gao	Mcl-1 Bim block	RGS8-Gao reg	GSH bead fluor	Avidin fluor	Pf gametocyte	Mcl1 Bid PPI	RGS4-Gao reg	ABCG2 block	Mcl1 Noxa PPI
CN(C)c1ccc(NC(=O)CN2CCC(C(=O)c3ccc(F)cc3)CC2)cc1	0.5	103	-3	101	41	8	.	-98	98	1	49
O=C(Cc1ccccc1)Nc1ccccc1N1CCCC1	1.1	112	0	95	20	25	-10	-35	98	7	4
CC(OC(=O)c1cccnc1)C(=O)NCc1ccc2c(c1)OCO2 (stereo unspecified)	0.2	112	-1	106	15	33	18	-5	103	0	14
C=C1SC(=Nc2ccccc2Cl)N(C(=O)c2sc3ccccc3c2Cl)C12CCCCC2	.	?	.	114	.	7	.	7	118	.	4
Cc1cc2c(cc(C(=O)N3CCC(C(=O)NC4CCCC4)CC3)n2Cc2c(F)cccc2Cl)o1	.	?	.	98	.	9	.	-128	95	.	12
CCn1c(SCC(=O)Nc2ccc(C(=O)OC)cc2)nc2cccnc21	0.4	97	0	99	18	22	.	1	101	3	-6
O=C(NC1CCCCC1)N1CCCCCCC1	0.1	101	2	100	20	29	.	8	101	-1	18
Cc1ccc(C(=O)CCC2CCCCC2=O)cc1 (stereo unspecified)	0.7	104	0	99	7	14	.	-8	99	3	9
Cc1cc(C)cc(NC(=O)c2ccc(CSc3nnnn3C)cc2)c1	1.4	102	-2	101	28	14	.	-20	102	34	-14
O=C(CSc1cccc(C(F)(F)F)c1)Nc1cc(S(=O)(=O)N2CCCC2)ccc1Cl	0.9	106	-1	106	7	15	.	-10	107	8	6
CC1Cc2ccccc2N1CC(=O)Nc1ccc(N2CCOCC2)cc1 (stereo unspecified)	0.4	97	-4	100	14	11	-6	-37	103	1	25
Cc1cccc(-n2c(C)nc3c(cnn3-c3ccc(F)cc3)c2=O)c1	0.7	97	1	102	11	25	2	-29	95	3	4
O=C(Nn1c(SCc2ccc([N+](=O)[O-])cc2)nc2ccccc2c1=O)c1ccc(F)cc1	-0.1	107	1	104	9	7	-1	-24	109	-1	13
CCC(CC)NCc1ccc2c(c1)c1ccccc1n2CC	1.3	112	2	128	14	7	-14	21	116	9	48
CN(C)CCNC(=O)NC1CCCCC1	0.4	88	-3	93	10	20	4	-21	86	3	6
COC(=O)c1ccccc1N/C=C1\CCc2c(c(C)nn2-c2ccccn2)C1=O	2.2	86	9	82	6	22	.	-90	92	9	24
CS(=O)(=O)N1CCC(C(=O)Nc2cccc(C(F)(F)F)c2)CC1	-1.1	103	-5	98	21	19	-10	-8	100	19	0
CCCCN1CCc2c([nH]c3c(C)cccc23)C1=O	-0.1	100	3	101	17	6	.	-10	98	0	17
Brc1ccc(CNCc2cccs2)cc1	.	101	-2	106	13	5	-9	-16	98	-2	1
COc1ccccc1CNC(=O)c1cc2c(C)nn(Cc3ccc(F)cc3)c2s1	3.7	105	-1	103	21	16	.	-13	103	11	-7
Fc1ccc(-c2nnc(CSc3nnc4ccccn34)o2)cc1	1.0	103	-2	107	6	14	-1	-25	102	6	17
CCCCNC(=O)CCCCn1c(=S)[nH]c2c([nH]c3ccc(OC)cc32)c1=O	0.4	?	0	97	14	10	15	-25	100	-2	38
Cc1cccc(NC(=S)NNC(=O)c2csc3c2CCC(C)C3)c1 (stereo unspecified)	-0.3	100	1	102	17	6	.	-128	99	-1	-76
CCOc1cc(/C=N/N2C(=O)NC3(CCCCC3)C2=O)cc(Br)c1O	0.6	?	0	108	10	11	4	-6	109	5	34
Cc1ccc2nc(C)cc(C(=O)Nc3nccs3)c2c1	0.9	94	0	98	71	11	.	-26	100	7	24
Cc1occc(=O)c1OCc1c(F)cccc1Cl	0.7	?	1	100	10	12	-15	-16	101	1	17
O=C(Cc1noc2ccccc12)NNC(=S)Nc1ccccc1	0.1	103	-1	102	9	8	-4	-45	103	7	0
CC(=O)c1nn(-c2cccc(Cl)c2)cc1C(=O)c1ccco1	0.4	100	-2	104	9	14	0	-7	101	7	-2
Cc1cc2oc(C(=O)NCCc3ccc(S(N)(=O)=O)cc3)c(C)c2cc1C	-1.2	?	2	100	13	11	-33	-14	102	-2	-9
Cc1ccc(C(CC(N)=O)c2ccco2)cc1 (stereo unspecified)	0.5	99	-1	93	14	25	7	-22	99	1	4
CC(NC(=O)CCC(=O)c1ccc(F)cc1)C1CC2CCC1C2 (stereo unspecified)	0.0	?	1	100	14	7	17	-5	99	0	5
CCCCOC(=O)CSC1=C(C#N)C(c2cccnc2)C(C(=O)OCC)=C(c2ccccc2)N1 (stereo unspecified)	4.2	95	-2	102	18	11	14	-23	99	10	1
CC(NC(=O)CCc1nnc(-c2ccc(-c3ccccc3)cc2)o1)c1nccs1 (stereo unspecified)	0.6	103	0	104	13	12	6	-13	102	2	4
Cc1ccc(S(=O)(=O)N2CCCCC2)cc1NC(=O)Cc1c[nH]c2ccccc12	0.7	104	-1	101	11	22	10	-10	103	28	-3
COc1cc(/C=C2/NC(=O)N(Cc3ccccc3F)C2=O)cc(OC)c1O	1.0	105	51*	102	9	5	.	-46	106	10	57*
c1ccc2nc3c(nc2c1)c1ccccc1n3CCN1CCOCC1	0.3	101	2	129	6	5	15	-41	104	0	-19
Cn1ccnc1C(O)(c1nnc(-c2ccccc2)o1)C(F)(F)F (stereo unspecified)	0.5	102	3	118	19	13	.	-13	102	2	-4
CC(c1ccccc1)N1C(=O)c2ccccc2C1O (stereo unspecified)	-1.8	112	-2	112	20	9	.	-23	110	-2	5
O=C(CSc1ncnc2ccccc12)NCC(=O)c1ccccc1	0.2	104	-2	101	12	11	-10	4	102	0	5
O=C(NCCN1CCOCC1)C(=O)NCC1CCCO1 (stereo unspecified)	-0.6	93	-1	97	12	13	-12	-23	98	1	6
CC1CCCCN1CCCn1c(=S)[nH]c2ccccc2c1=O (stereo unspecified)	0.0	95	-2	103	8	9	12	-40	100	0	-6
CCCn1c(N2CCN(C(=O)NCc3ccccc3)CC2)nc2ccccc21	.	?	.	101	.	7	-3	-29	103	.	17
Clc1ccc2nnnc(-c3ccccc3)c2c1	0.9	101	0	99	6	1	-10	-25	102	8	3
Cc1c(C)n(C(=O)CSc2nncn2C)c2ccccc12	0.2	91	-3	83	17	6	.	-4	92	3	16
CC(C)(C)c1cccc(P(=O)(c2ccccc2)c2ccccc2)c1O	.	?	.	100	.	5	-8	-5	98	.	6
O=c1cc(-c2ccccc2)nc2nc[nH]n12	0.7	99	-2	101	10	10	.	23	102	1	29
COCCCNC(=O)CCn1c(=O)c2ccccc2n(CC(=O)Nc2ccc(C)cc2C)c1=O	0.6	102	-6	100	25	35	-2	10	101	9	-4
CC(C)NC(=O)c1nn2c(C(F)(F)F)cc(-c3ccco3)nc2c1Cl	0.5	104	0	103	12	14	-8	2	101	40	-2
C/C(=N\NC(N)=O)c1ccc(Cl)s1	.	?	.	98	.	5	14	-7	95	.	-1
O=C(Nc1nc2c(s1)CCCC2)C1CCCN1C(=O)c1cccs1 (stereo unspecified)	0.1	98	1	103	57	10	.	-48	98	2	-6

# Further entries follow.
Compound	ABCB1 block	RGS7-Gao	Mcl-1 Bim block	RGS8-Gao reg	GSH bead fluor	Avidin fluor	Pf gametocyte	Mcl1 Bid PPI	RGS4-Gao reg	ABCG2 block	Mcl1 Noxa PPI
Cc1cc(C(F)(F)F)n(-c2nc(C(=O)Nc3ccccc3Oc3ccccc3)cs2)n1	1.2	102	-2	100	21	17	.	-12	105	50	-2
COc1ccc(S(=O)(=O)Nc2ccc(S(=O)(=O)N3CCOCC3)cc2)cc1	-0.1	100	0	101	16	8	.	-20	102	0	-7
CCC(C)NCCOCCOc1ccc(Cl)c(C)c1C (stereo unspecified)	-0.4	93	-5	99	14	15	13	24	95	-1	22
O=S(=O)(c1ccc(Cl)cc1)N1CCN=C1SCc1ccc(Cl)c(Cl)c1	-0.5	109	-6	109	9	19	0	9	104	86*	-7
Cc1cc2c(c(=O)n1C)C(Cc1ccccc1)C(C#N)=C(N)O2 (stereo unspecified)	1.5	89	0	96	16	8	-12	-17	94	12	26
O=C(COC(=O)CSc1ccc2ccccc2c1)NC1CC1	0.1	101	-6	104	11	11	.	7	103	3	10
CCN(CCCNC(=O)C1CCN(S(=O)(=O)c2c(C)[nH]c(=O)[nH]c2=O)CC1)c1cccc(C)c1	0.3	105	0	99	35	5	.	-4	100	1	10
CCOC(=O)C1=C(N)OC2=C(C(=O)CCC2)C1c1sccc1C (stereo unspecified)	0.3	101	-6	105	10	4	-10	-12	102	1	-2
CCC(C)Oc1nc2ccccc2nc1NS(=O)(=O)c1ccccc1 (stereo unspecified)	0.4	99	-1	100	9	12	.	21	102	4	16
COc1ccccc1Nc1nc(C)cc(C)c1C(N)=O	-1.1	102	-1	107	32	16	10	-7	103	10	8
Cc1ccc2cc(C#N)c(N3CCCN(C(=O)C4CCCO4)CC3)nc2c1C (stereo unspecified)	0.4	98	-3	103	13	35	18	1	102	2	8
CN(c1ccccc1)c1ccc(/C=c2\s/c(=C(/C#N)C(=O)C(C)(C)C)n(Cc3ccco3)c2=O)cc1	33	421*[activator]	-56	134	145*	453*	.	-20	566*[activator]	33	33
COc1ccc(OC(=O)c2cn(C)nc2C(F)(F)F)cc1	0.6	92	-2	97	47	7	.	1	99	5	1
CCc1ccc(NC(=O)CSc2nc3cc(C(=O)OC)ccc3c(=O)n2Cc2ccco2)cc1	0.9	96	-1	103	24	11	.	-3	98	10	-20
COc1ccc(C(=O)COC(=O)/C=C/c2ccc(S(=O)(=O)Nc3cccc(S(N)(=O)=O)c3)cc2)cc1	-0.9	104	2	102	11	21	-10	-9	104	-2	-11
O=C(O)/C=C/C(=O)Nc1ccc(O)cc1	.	?	.	95	.	2	-25	-13	92	.	-8
